AddAB inh = growth inhibition of E. coli expressing H. pylori AddAB, primary screen, AddAB inhibitor project, absorbance. 0.29% of 330,000 active. inhibition, % at 11.9 µM; in the data active = inhibition above about 12%;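 also: 0% = vehicle wells of infected cells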
PKA-R2B activ = activators of PKA-R2B holoenzyme, primary screen, biochemical, fluorescence polarization, Cy5-IP20, human; PKA-R2B holoenzyme dissociation; R2B truncated from residue 108, S112A mutant; 0% DMSO only, 100% 113 µM cGMP; activation, % at 11.4 µM; 0.079% of 340,000 active; AID 504700, 2011;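 active = activation above a cutoff set at the mean over all compounds plus 3 SD, cut at about 18% in these data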;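 also: higher means more holoenzyme dissociation and a rise in polarization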
Target sequence (P31323 whole entry, looked up, other chains not shown, the tested form may be a part): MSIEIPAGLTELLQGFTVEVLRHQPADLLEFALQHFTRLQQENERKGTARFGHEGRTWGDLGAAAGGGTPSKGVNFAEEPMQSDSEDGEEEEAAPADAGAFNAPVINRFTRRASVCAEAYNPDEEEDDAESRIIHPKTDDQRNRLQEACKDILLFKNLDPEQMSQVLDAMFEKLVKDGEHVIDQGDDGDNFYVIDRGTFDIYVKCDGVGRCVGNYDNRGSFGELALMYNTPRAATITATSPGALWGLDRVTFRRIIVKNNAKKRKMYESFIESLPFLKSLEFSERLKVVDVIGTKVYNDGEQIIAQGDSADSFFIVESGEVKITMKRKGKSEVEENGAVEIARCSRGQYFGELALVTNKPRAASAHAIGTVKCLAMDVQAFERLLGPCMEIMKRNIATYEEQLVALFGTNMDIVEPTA
Tat export inh = E. coli Tat export inhibitors, primary screen, MC4100, TorA-mCherry reporter, fluorescence, single point; inhibition, % at 10 µM; 0.036% of 340,000 active; AID 488895, 2010;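 active = mean replicate inhibition at least 50% and at least half of replicates individually reaching 50%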;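 also: exported cargo escapes ClpAP degradation while cytoplasmic cargo is degraded and loses fluorescence; 0% = median of neutral control wells and 100% = median of NaSCN control wells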
SUMO Mot1 rescue = yeast Mot1-301 growth rescue at high temperature, primary screen, SUMOylation pathway inhibitor project, S. cerevisiae, ATP luminescence, 38.5C | growth rescue, % at 18.8 µM | AID 2716, 2010 | 1% of 320,000 active | S. cerevisiae Mot1-301 growth rescue; percent above DMSO median, 100 means doubled;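 active = every valid replicate shows activation above 250% relative to neutral control wells; inactive = the rest, any valid replicate at or below 250%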;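 also: OY570 slx delta 5 strain wells were the positive control but not used for scaling; some compounds called inactive have numbers as strong as hits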
HTR5A inv ctr = HTR5A inverse agonists in luminescence cell assay, primary screen, counter-screen for OPRM1-OPRD1 heterodimer inverse agonist project, full-deck HTS; 5-hydroxytryptamine receptor 5A (Homo sapiens), P47898; HTR5A cell line, inverse agonism; inhibition, % at 9.3 µM; 0.083% of 340,000 active; AID 504634, 2011; in the data active = inhibition mostly above about 23%, no sharp cut-off; inactive = mostly below about 18%;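 also: 0% = cells with DMSO and 100% = no-cell wells with DMSO; some compounds called inactive have numbers as strong as hits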
Target sequence (P47898 whole entry, looked up): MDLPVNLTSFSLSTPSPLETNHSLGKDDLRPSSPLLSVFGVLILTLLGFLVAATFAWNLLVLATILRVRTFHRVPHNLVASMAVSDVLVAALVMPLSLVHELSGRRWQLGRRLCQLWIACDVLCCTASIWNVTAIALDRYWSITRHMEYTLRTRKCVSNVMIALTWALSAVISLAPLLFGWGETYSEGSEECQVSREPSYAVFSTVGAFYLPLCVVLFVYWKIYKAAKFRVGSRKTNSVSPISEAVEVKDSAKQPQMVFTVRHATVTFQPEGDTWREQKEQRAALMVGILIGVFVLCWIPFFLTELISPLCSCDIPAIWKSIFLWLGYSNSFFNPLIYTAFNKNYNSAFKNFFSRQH
PKA-R1A act = activators of PKA-R1A holoenzyme, primary screen, biochemical, fluorescence polarization, Cy5-IP20, bovine R1A, mouse PKAc. PKA-R1A dissociation; scaled: DMSO 0%, 113 µM cGMP 100%. AID 504707, 2011. activation, % at 11.4 µM. 0.083% of 340,000 active. cAMP-dependent protein kinase type I-alpha regulatory subunit (Bos taurus) + …;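 active = percent activation above the mean of all tested compounds plus 3 SD, cut at about 19% in these data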;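 also: higher means more PKAc released from R1A so a rise in polarization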
OPRM1-OPRD1 ag = agonists of OPRM1-OPRD1 heterodimerization, primary screen, cell-based, luminescence; 0.3% of 340,000 active; cells; AID 504326, 2011; activation, % at 9.3 µM; Mu-type opioid receptor (Homo sapiens) + Delta-type opioid receptor (Homo sapiens), …; in the data active = activation above about 18%;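 also: 0% = vehicle-treated cells and 100% = reference agonist; values of inactives mirror those of a sister screen read the other way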
phage Ecoli inh = growth loss of phage-infected E. coli, primary screen, RecBCD inhibitor project, absorbance, with phage, HTS | inhibition, % at 11.9 µM | 0.26% of 360,000 active | AID 651602, 2012; in the data active = inhibition above about 11%
OPRM1-OPRD1 inv = inverse agonists of MOR-DOR heterodimerization, primary screen, cell-based, luminescence | inhibition, % at 9.3 µM | cell-based MOR-DOR heterodimer luminescence, inverse agonism | 0.21% of 340,000 active | Mu-type opioid receptor (Homo sapiens) + Delta-type opioid receptor (Homo sapiens), … | AID 504357, 2011; in the data active = inhibition above about 22%, passing the limit was not always enough;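 also: 0% = cells with DMSO and 100% = wells without cells with DMSO; values of inactives mirror those of a sister screen read the other way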
Ecoli viability = E. coli V3065 growth inhibition, primary screen, counter-screen for AddAB inhibitor project, absorbance, OD600. 18 h. inhibition, % at 11.9 µM. 0.27% of 330,000 active. AID 449728, 2010;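 active = inhibition above the campaign's mean inhibition across all tested compounds plus 3 SD, cut at about 9.9% in these data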;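 also: uninfected addAB+ strain grown without phage in ampicillin broth; 0% = DMSO wells and 100% = ciprofloxacin 0.95 µg/ml wells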
PfHsp90 set2 = growth inhibition of PfHsp90-expressing yeast, primary screen, antimalarial PfHsp90 inhibitor project, S. cerevisiae, BacTiter-Glo luminescence, single point, set 2; inhibition, % at 9.4 µM; BacTiter-Glo ATP, 48 h; yeast lacking PDR1 and PDR3 efflux regulators; 0.32% of 310,000 active;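 active = every replicate shows inhibition above about 80%, whatever the replicate mean, limit read from the data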;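 also: 0% = DMSO neutral controls and 100% = 20 µM radicicol positive controls; yeast relying on Plasmodium falciparum Hsp90 in place of its own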
The depositor's hits bear a star; nt = no result given; & = joins results of further samples.

SMILES | AddAB inh | PKA-R2B activ | Tat export inh | SUMO Mot1 rescue | HTR5A inv ctr | PKA-R1A act | OPRM1-OPRD1 ag | phage Ecoli inh | OPRM1-OPRD1 inv | Ecoli viability | PfHsp90 set2
CS(=O)(=O)c1ccc2nc(NC3(C(F)(F)F)N=C4SCCN4C3=O)sc2c1 (stereo not given) | 0.6 | -2 | 4 | 19 | -8 | -7 | -5.0 | 1.4 | 23 | -1.2 | 19
COc1ccc(C(=O)N2CCN(S(=O)(=O)c3ccc(C)cc3C)CC2)cc1OC | 0.0 | -1 | -3 | -5 | -26 | 1 | -1.4 | 4.4 | 8 | 2.2 | -4
CCc1cc(=O)oc2cc(C)cc(OCC(=O)NCCN3CCOCC3)c12 | 0.4 | -1 | -9 | 58 | -2 | -9 | -1.0 | -2.0 | 5 | 1.4 | 18
Cc1c(OCc2ccc(C(=O)O)o2)ccc2c3c(c(=O)oc12)CCC3 | 2.3 | -8 | -3 | 10 | 20 | -10 | -1.9 | 0.9 | 11 | 0.7 | 2
CC1(C)CC(=O)c2c(O)cc(OCc3ccc([N+](=O)[O-])cc3)cc2O1 | -1.3 | -1 | 1 | 87 | -18 | 3 | 4.0 | 1.9 | -23 | 1.6 | 13
O=C(NCc1cccnc1)c1cc(Sc2cccc(Cl)c2)nc2ccccc12 | 1.9 | 1 | 13 | 554 | -9 | -1 | -1.4 | 2.7 | 8 | 2.1 | -18
CCN(CC)S(=O)(=O)c1ccc(NC(=O)CC(NC(C)=O)c2ccccc2)cc1 (stereo not given) | 0.2 | -4 | -1 | 98 | 10 | 3 | 2.9 | 2.8 | -15 | -0.1 | 2
O=C(c1ccccc1NS(=O)(=O)c1cccs1)N1CCOCC1 | 1.9 | -1 | -1 | 461 | 7 | -14 | -1.3 | 3.8 | 7 | 1.1 | nt
O=C(OCc1cccc([N+](=O)[O-])c1)c1ccc2ccccc2n1 | -0.6 | -1 | -4 | nt | 12 | -14 | -3.0 | 3.1 | 15 | -0.8 | nt
COc1cc(C(N)=O)cc(Br)c1OCc1ccccc1 | 3.4 | -1 | -9 | 8 | 18 | -20 | -3.0 | 3.4 | 18 | 1.5 | 5
O=C1CN(C(=O)c2ccc(F)c(S(=O)(=O)N3CCOCC3)c2)c2ccccc2N1 | -0.2 | 5 | -1 | -15 | 40 | -7 | 0.2 | 1.7 | -1 | -1.3 | -6
CC(=O)c1cccc(-n2nnnc2SCC(=O)N2CCCC2)c1 | 0.2 | -4 | -1 | 211 | 8 | -3 | -1.6 | 3.7 | 9 | 1.1 | -9
COc1ccc(/C=C/C(=O)N2CCN(S(=O)(=O)c3ccccc3)CC2)cc1OC | 4.9 | 4 | -5 | -3 | -23 | -5 | -1.0 | 2.0 | 5 | 0.8 | -2
Cn1c(C(=O)N[C@@H](Cc2ccccc2)C(=O)O)cc2cc(F)ccc21 | -1.9 | 6 | -5 | 5 | 9 | -2 | -2.3 | -3.1 | 11 | -1.0 | -15
c1ccc(Cn2ncc3c(Nc4ccccc4)ncnc32)cc1 | 0.8 | 1 | -2 | -6 | 1 | -1 | -0.3 | 0.8 | 2 | -0.2 | -5
COc1ccc(OCC(=O)Nn2c(-c3ccc(C)cc3)nc3ccccc3c2=O)cc1 | 2.9 | -3 | 1 | -7 | 19 | -1 | 0.2 | 0.5 | -1 | 0.5 | -35
Fc1ccccc1-c1nc(-c2ccc(Cl)cc2)no1 | 0.3 | -4 | -3 | 318 | -4 | -8 | -0.9 | 2.3 | 5 | 0.7 | -9
CCNc1nc(NCC)n2c(SCC(=O)Nc3ccc(C)cc3Br)nnc2n1 | -2.0 | 0 | 0 | 21 | -11 | 4 | -0.7 | 4.6 | 4 | -0.4 | nt
Nc1nonc1-n1nnc(C(=O)N/N=C/c2ccc(OCc3cccc(Cl)c3)cc2)c1CN1CCCCC1 | 0.8 | 5 | -3 | 12 | -8 | 2 | 0.8 | -0.1 | -4 | 0.1 | 2
Cc1ccc(S(=O)(=O)N(C)CC(=O)NC2CC(C)(C)NC(C)(C)C2)cc1 | 0.1 | -5 | -5 | -29 | -19 | 2 | -1.3 | 2.8 | 8 | 1.6 | 5
O=C(O)c1ccc(-n2nc(C(F)(F)F)c3c2CCCC3)cc1 | 3.2&0.7 | 2&2 | -1&-2 | 19 | 16&-20 | -6&-5 | -2.6&-0.4 | 1.9&-0.6 | 14&2 | -3.0&-1.8 | -20
CC(O)CNc1ncnc2cc(-c3ccc(F)cc3)sc12 (stereo not given) | 2.9 | -7 | 3 | 20 | 13 | -6 | 0.6 | 2.6 | -4 | 1.6 | -8
CCOC(=O)CNC(=O)N1CCCC(C(=O)c2ccc3c(c2)OCO3)C1 (stereo not given) | 3.3 | -4 | 6 | 3 | 0 | 1 | -0.7 | 4.6 | 5 | 2.0 | 2
C=COCCNC(=S)N1CCOCCOCCN(C(=S)NCCOC=C)CCOCC1 | -0.7 | -9 | 0 | -5 | -10 | 1 | -2.7 | 2.2 | 15 | 0.1 | 6
CCNc1ccc(S(=O)(=O)N(C)C)cc1NCC(=O)Nc1ccc(Br)cc1F | 0.2 | -9 | 3 | 240 | 2 | -10 | 0.5 | 1.8 | -3 | -3.3 | -119
The listing continues.
SMILES | AddAB inh | PKA-R2B activ | Tat export inh | SUMO Mot1 rescue | HTR5A inv ctr | PKA-R1A act | OPRM1-OPRD1 ag | phage Ecoli inh | OPRM1-OPRD1 inv | Ecoli viability | PfHsp90 set2
O=C1CN(S(=O)(=O)c2ccc(Cl)cc2)c2ccccc2N1 | 2.7 | -1 | 4 | 9 | 15 | -9 | -2.9 | 0.4 | 15 | -1.0 | 8
Cc1ccc2nc(SCC(=O)NCc3ccc(F)cc3)[nH]c2c1 | -1.4 | -4 | -12 | -6 | -25 | 1 | 0.6 | 2.1 | -3 | -1.8 | 11
CCC(CC)NC(=O)COC(=O)c1ccc(NS(=O)(=O)c2ccc3c(c2)OCCO3)cc1 | 1.5 | 2 | -7 | 5 | 5 | 3 | -0.4 | 1.2 | 2 | -1.0 | 18
O=c1c2ccccc2oc2nc(-c3ccco3)n(-c3ccccc3)c(=O)c12 | 5.1 | -5 | 2 | 5 | 8 | -12 | -1.2 | 5.9 | 8 | -0.4 | 4
C/C(Cc1ccccc1)=N\NC(=O)CNC(=O)c1cccc(Cl)c1 | 1.5 | 8 | 11 | -7 | -30 | 8 | -3.8 | -0.9 | 19 | 1.0 | 9
O=C(NCC1CCN(C(=O)c2cccc([N+](=O)[O-])c2)CC1)c1cccc([N+](=O)[O-])c1 | 2.0 | 0 | -2 | 2 | -10 | 1 | -0.4 | 1.2 | 2 | -1.6 | -8
CCN1C(=O)c2ccccc2S(=O)(=O)c2ccc(C(=O)NCCOC)cc21 | -1.2 | -12 | -7 | -3 | 9 | -3 | -1.9 | 1.5 | 9 | -1.9 | -24
CCCC(C)C(=O)Nc1ccc2c(c1)OCCO2 (stereo not given) | 3.0 | -5 | 4 | 9 | -6 | -8 | -0.9 | -2.4 | 4 | -0.2 | 17
Cc1nc2c(Cl)cccc2c2c1CC(CBr)O2 (stereo not given) | 1.6 | 5 | 2 | -37 | -11 | -12 | 0.0 | 1.2 | 0 | -1.4 | -5
COc1cc(C(=O)OCCNC(=O)c2ccccc2)cc(OC)c1OC | 1.1 | -4 | -10 | 825 | -15 | 4 | -1.4 | -0.6 | 6 | 1.8 | 12
COc1ccc(S(=O)(=O)NCc2ccncc2)cc1NC(=O)c1ccccc1 | 1.1 | -10 | -8 | 240 | 17 | 0 | 1.5 | 3.8 | -10 | -0.6 | 0
CC(C)c1nnc(SCC(=O)NC2CCCCC2)n1C | 3.6 | 8 | 3 | 6 | 0 | -9 | -1.1 | 0.1 | 6 | -0.8 | -20
Cn1cnc([N+](=O)[O-])c1Oc1ccc2ccccc2c1 | 2.0 | 0 | -2 | -16 | 38 | -10 | 1.0 | 0.9 | -6 | -1.7 | -1
Cc1ccc(NC2=C(Cl)C(=O)OC2NC(=O)c2ccccc2)cc1 (stereo not given) | 3.9 | 5 | 1 | -6 | 10 | 5 | -2.0 | 2.5 | 12 | -2.3 | nt
CCCn1c(SCC(N)=O)nc2c(c1=O)C1(CCCC1)Cc1ccccc1-2 | 1.2 | -3 | -9 | 65 | 14 | 3 | 8.9 | -10.0 | -47 | 2.1 | -15
COC(=O)N/N=C(\C)c1cccs1 | 0.7 | -2 | 3 | -4 | 11 | -4 | -2.4 | -4.5 | 12 | 1.3 | -2
Cc1csc(NC(=O)c2cc([N+](=O)[O-])cc([N+](=O)[O-])c2)n1 | 2.3 | 0 | 11 | -10 | -9 | -5 | 7.1 | 4.3 | -40 | 1.1 | -26
O=c1c(-c2ccccc2Cl)c[nH]n1-c1ccccc1 | 1.3 | -1 | -2 | 8 | 4 | -8 | -5.5 | 2.3 | 25 | -1.0 | -35
C[C@@H]1C[C@@H]2O[C@H]2/C=C\C=C\C(=O)Cc2c(Cl)c(O)cc(O)c2C(=O)O1 | 4.7 | 2 | -1 | 268 | 1 | 1 | -1.0 | -0.8 | 5 | -1.8 | 95*
Cc1ccc2nc(SCC(=O)NCCc3ccccc3)nc(=O)n2c1 | 2.5 | -10 | -4 | 2 | 0 | 0 | -3.9 | 1.0 | 20 | 1.3 | nt
COc1ccc(-n2c(=S)[nH]c(=O)c3cccnc32)cc1 | 2.0 | -1 | 6 | -9 | -27 | 5 | -1.9 | 1.9 | 10 | -2.3 | -3
CS(=O)(=O)Nc1ccc(C(=O)N2CC(=O)Nc3ccccc32)cc1 | nt | -5 | -1 | -10 | -25 | 6 | -2.8 | 1.3 | 16 | nt | 29
CSCCC(NC(=O)COc1ccccc1)C(=O)N(C)Cc1ccc(SC)cc1 (stereo not given) | -0.7 | -4 | 0 | 4 | 3 | 3 | -0.6 | -0.9 | 3 | -0.3 | -12
CN1CC(C(=O)Nc2ccc(F)c(Cl)c2)CC1=O (stereo not given) | 0.5 | -4 | -5 | 5 | 7 | 11 | -3.3 | 0.7 | 15 | -1.5 | 7
COc1ccc2c(c1)CC1c3c(cc4c(c3-2)OCO4)CC[N+]1(C)[O-] (stereo not given) | 1.1 | 2 | -1 | -19 | 3 | 1 | 2.7 | 3.8 | -15 | -1.4 | 0
O=C(/C=C/c1cccs1)Nc1nc(-c2ccccc2)cs1 | -2.8 | 4 | -2 | 2 | -6 | -3 | 3.8 | 2.2 | -20 | -1.7 | 9
O=C(NCCn1cc(SCc2ccc(F)cc2)c2ccccc21)c1c(F)cccc1F | -2.8 | -9 | 5 | 1 | 1 | -15 | 0.9 | 4.1 | -6 | -1.6 | 5

Bioassay records (PubChem BioAssay)
